Screening results from PubChem.
IMP-1 inhibitor: IMP-1 metallo-beta-lactamase inhibitors, primary screen, biochemical, epi-absorbance readout, Pseudomonas aeruginosa enzyme. metallo-beta-lactamase IMP-1 (Pseudomonas aeruginosa). purified IMP-1, nitrocefin hydrolysis, epi-absorbance fluorescence. inhibition, % at 5.6 µM. 290,000 compounds, 0.45% hits. AID 1556, 2009;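 active = inhibition above the mean plus 3 SD of all compounds in the same screening run, cut at about 4.5% in these data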;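 also: 0% = IMP-1 with DMSO and 100% = DMSO wells lacking enzyme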
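Assay system: purified recombinant IMP-1 beta-lactamase. Input: IMP-1 0.2 nM before substrate addition. Buffer or medium: Zinc- and detergent-supplemented HEPES buffer, pH 7.1. Schedule: 25 °C, 15 min preincubation, 25 min reaction. Signal: Epi-absorbance fluorescence, 480 nm excitation, 530 nm emission. Evaluation: percent inhibition from optical density relative to buffer-blank wells.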
FID counter: compounds displacing fluorescent DNA intercalator, primary screen, artefact control for HCV NS3 helicase inhibitor project, biochemical, FID fluorescence | DNA fluorescent intercalator displacement | inhibition, % at 7.9 µM | 290,000 compounds, 0.17% hits; in the data active = inhibition above about 37%;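 also: 0% = vehicle and 100% = reference compound; higher means more ethidium bromide displaced from hairpin DNA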
UBC9 SUMO inh: inhibitors of in vitro SUMOylation cascade, primary screen, biochemical, HTRF, uHTS. 290,000 compounds, 0.36% hits. inhibition, % at 35 µM. HTRF SUMOylation assay, SAE1/SAE2 + UBC9. SUMO-conjugating enzyme UBC9 (Homo sapiens), P63279; in the data active = inhibition above about 50%, passing the limit was not always enough; also: strong numbers were not always called active
Target sequence (P63279 whole entry, looked up): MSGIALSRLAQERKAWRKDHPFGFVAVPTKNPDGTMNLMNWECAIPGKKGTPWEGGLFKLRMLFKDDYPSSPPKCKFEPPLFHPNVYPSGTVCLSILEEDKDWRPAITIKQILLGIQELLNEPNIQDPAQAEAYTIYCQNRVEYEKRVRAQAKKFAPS
MEKK2 WT-MEK5: modulators of MEK5 binding to wildtype MEKK2, primary screen, biochemical, multiplex bead flow cytometry, Alexa488-MEK5. Mitogen-activated protein kinase kinase kinase 2 (Homo sapiens), Q9Y2U5. Alexa488-MEK5 binding to MEKK2 WT; actives lie on both sides. binding response (% of control), % at 10 µM. 290,000 compounds, 1.1% hits; in the data active = binding response below about 67% or above about 130%
NALP1 inh: NALP1 inflammasome inhibitors in reconstituted yeast, colorimetric, S. cerevisiae, triplicate retest; S. cerevisiae NALP1/ASC/caspase-1 growth, X-gal OD620, 72 h; inhibition, % at 10 µM; 280,000 compounds, 0.61% hits; AID 2071, 2009; in the data active = inhibition mostly above about 24%, no sharp cut-off; inactive = mostly below about 32%; also: some compounds called inactive have numbers as strong as hits
VIM-2 inhibitor: VIM-2 metallo-beta-lactamase inhibitors, primary screen, biochemical, epi-absorbance readout, Pseudomonas aeruginosa enzyme; purified VIM-2, nitrocefin hydrolysis, epi-absorbance fluorescence; inhibition, % at 5.6 µM; 290,000 compounds, 0.89% hits;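 active = inhibition above the mean of all tested compounds plus 3 SD, cutoff set per screening run, cut at about 7.5% in these data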;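 also: red hydrolysis product quenches plate fluorescence so inhibitors raise well fluorescence; 0% = enzyme with DMSO and 100% = DMSO without enzyme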
M18AAP inhibitor: PfM18AAP inhibitors, malaria aminopeptidase, primary screen, biochemical, QFRET, recombinant enzyme | M18 aspartyl aminopeptidase (Plasmodium falciparum 3D7) | H-Glu-NHMec fluorogenic cleavage | inhibition, % at 7.35 µM | 290,000 compounds, 1.2% hits;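 active = inhibition above the campaign mean inhibition over all tested compounds plus 3 SD, cut at about 28% in these data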;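 also: 0% = plate median of test compound wells and 100% = 2 mM ZnCl2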
MEKK2mut PB1 HTS: MEK5 binding signal on mutant MEKK2 PB1, primary screen, biochemical, multiplex bead flow cytometry, Alexa488-MEK5 | Alexa488-MEK5 binding to MEKK2 mutant | percent response, % at 10 µM | 290,000 compounds, 0.35% hits; in the data active = percent response above about 24%, passing the limit was not always enough; also: inactives centre near 1; some results filed as inactive read as strong as hits
HCV NS3 hel inh: inhibitors of HCV NS3 helicase, primary screen, biochemical, Cy5 molecular beacon fluorescence | inhibition, % at 10.9 µM | 290,000 compounds, 0.56% hits | Hepatitis C virus NS3 helicase | NS3 helicase DNA unwinding | AID 1800, 2009;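 active = inhibition above the mean of all tested compounds plus 3 SD, set per campaign, cut at about 35% in these data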;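 also: 0% = DMSO wells and 100% = thioflavine S control wells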
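Assay system – hepatitis C virus NS3 helicase domain fragment enzyme · Buffer or medium – MOPS pH 6.5, MgCl2, DTT, Tween20, BSA · Reagent – Cy5/quencher beacon DNA duplex and ATP to start · Compound – single 10.9 µM dose · Timing – 1 h at 25 °C · Technique – Cy5 beacon fluorescence read at start and 1 h · Measure – % inhibition of unwinding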
Numbers without * were called inactive; / = no result given; [ ] = remark or other dose.

compound,IMP-1 inhibitor,NALP1 inh,M18AAP inhibitor,HCV NS3 hel inh,UBC9 SUMO inh,FID counter,MEKK2 WT-MEK5,VIM-2 inhibitor,MEKK2mut PB1 HTS
Cc1ccc(N(C)/N=C/c2ccc(Cl)cc2Cl)nn1,-0.3,22,-6,-5,6,-12,103,1.5,2
Cc1cc(OCC(=O)Nc2ccccc2F)nc(C(C)C)n1,-3.5,23,4,1,16,2,95,-4.3,0
CCCOc1nc2ccccc2cc1/C=C/C(=O)O,-2.2,12,1,6,23,-9,99,-2.7,2
CC(C)CCNC(=O)c1nnc(Cc2ccc(Cl)cc2)o1,2.2,9,-11,-1,-12,-4,110,-5.4,12
CNC(=O)c1cc(S(=O)(=O)NCc2ccncc2)ccc1OC,-1.7,5,1,6,7,-4,101,-2.7,2
CC(=O)Nc1ccc(NC(=O)CSc2nnc(NC(=O)C3CC3)s2)cc1,-2.2,-3,-11,-1,11,-6,110,-1.6,4
O=C(Nc1ccc(Cl)c(Cl)c1)c1ccc(Cn2c(=O)[nH]c3ccsc3c2=O)cc1,0.4,26,-2,-2,38,-3,99,-1.9,-4
COC(=O)[C@H](CCSC)NC(=O)Nc1ccc(C(C)C)cc1,-1.8,-1,1,1,0,5,101,0.2,8
Nc1ccccc1SC1CC(=O)N(c2ccccc2Cl)C1=O (stereo not drawn),-0.4,6,-2,-1,20,-11,59,0.9,-24
Cn1c(=O)oc2cc(S(=O)(=O)N3CCOCC3)ccc21,-0.9,12,-2,2,12,-1,95,-3.3,-3
Cc1c(N=C2NN=C(c3c[nH]c4ccccc34)CS2)c(=O)n(-c2ccccc2)n1C,-4.1,-3,10,3,1,-17,93,-4.2,12
C=CCn1c(Sc2nnc(C)s2)nc2c1c(=O)[nH]c(=O)n2C,-2.6,3,-8,8,16,-6,101,-1.3,1
COc1ccccc1N1CCN(C(=O)c2nn(-c3ccccc3OC)c(=O)c3ccccc23)CC1,-3.2,2,4,5,21,-37,106,-0.7,10
CN1C(=O)CC(N2CCC(c3nc4ccccc4s3)CC2)C1=O (stereo not drawn),-4.3,-15,2,2,16,-9,110,-3.6,6
COc1ccc(CCN(C)C(=O)c2ccc(OCC(=O)N3CCOCC3)c(OC)c2)cc1OC,-2.4,7,-2,-38,2,-24,101,-1.5,4
CCn1c(SCc2nc3ccccc3s2)nnc1-c1cccs1,-1.3,10,9,0,6,-19,96,1.3,-2
COc1cc2cc(C(=O)N3CCN(Cc4ccc5c(c4)OCO5)CC3)[nH]c2cc1OC,3.7,21,4,-12,9,-18,101,-3.2,-3
Cc1ccc(NC(=O)CSc2nnc(/N=C/N(C)C)s2)cc1,-3.6,1,-7,5,2,-5,99,-4.9,3
COc1ccc(CNC(=O)C2(c3ccc(Cl)cc3)CC2)cc1,-3.2,20,1,-4,21,-15,100,-0.6,-1
COc1ccc(S(=O)(=O)N(C)c2nc3ccccc3n3c(CC(C)C)nnc23)cc1,-2.9,-1,2,-8,-11,-49,101,1.0,2

An excerpt of these results, with each value named:
COc1cc2cc(C(=O)N3CCN(Cc4ccc5c(c4)OCO5)CC3)[nH]c2cc1OC
  IMP-1 inhibitor = 3.7	NALP1 inh = 21	M18AAP inhibitor = 4	HCV NS3 hel inh = -12	UBC9 SUMO inh = 9	FID counter = -18	MEKK2 WT-MEK5 = 101	VIM-2 inhibitor = -3.2	MEKK2mut PB1 HTS = -3

Cc1c(N=C2NN=C(c3c[nH]c4ccccc34)CS2)c(=O)n(-c2ccccc2)n1C
  IMP-1 inhibitor = -4.1	NALP1 inh = -3	M18AAP inhibitor = 10	HCV NS3 hel inh = 3	UBC9 SUMO inh = 1	FID counter = -17	MEKK2 WT-MEK5 = 93	VIM-2 inhibitor = -4.2	MEKK2mut PB1 HTS = 12

COc1ccccc1N1CCN(C(=O)c2nn(-c3ccccc3OC)c(=O)c3ccccc23)CC1
  IMP-1 inhibitor = -3.2	NALP1 inh = 2	M18AAP inhibitor = 4	HCV NS3 hel inh = 5	UBC9 SUMO inh = 21	FID counter = -37	MEKK2 WT-MEK5 = 106	VIM-2 inhibitor = -0.7	MEKK2mut PB1 HTS = 10

Cn1c(=O)oc2cc(S(=O)(=O)N3CCOCC3)ccc21
  IMP-1 inhibitor = -0.9	NALP1 inh = 12	M18AAP inhibitor = -2	HCV NS3 hel inh = 2	UBC9 SUMO inh = 12	FID counter = -1	MEKK2 WT-MEK5 = 95	VIM-2 inhibitor = -3.3	MEKK2mut PB1 HTS = -3

By substructure, the entries above containing an NH in an aromatic ring (four)
compound,IMP-1 inhibitor,NALP1 inh,M18AAP inhibitor,HCV NS3 hel inh,UBC9 SUMO inh,FID counter,MEKK2 WT-MEK5,VIM-2 inhibitor,MEKK2mut PB1 HTS
O=C(Nc1ccc(Cl)c(Cl)c1)c1ccc(Cn2c(=O)[nH]c3ccsc3c2=O)cc1,0.4,26,-2,-2,38,-3,99,-1.9,-4
Cc1c(N=C2NN=C(c3c[nH]c4ccccc34)CS2)c(=O)n(-c2ccccc2)n1C,-4.1,-3,10,3,1,-17,93,-4.2,12
C=CCn1c(Sc2nnc(C)s2)nc2c1c(=O)[nH]c(=O)n2C,-2.6,3,-8,8,16,-6,101,-1.3,1
COc1cc2cc(C(=O)N3CCN(Cc4ccc5c(c4)OCO5)CC3)[nH]c2cc1OC,3.7,21,4,-12,9,-18,101,-3.2,-3

Next part:
compound,IMP-1 inhibitor,NALP1 inh,M18AAP inhibitor,HCV NS3 hel inh,UBC9 SUMO inh,FID counter,MEKK2 WT-MEK5,VIM-2 inhibitor,MEKK2mut PB1 HTS
c1ccc2c(c1)CC(CN1CCNCC1)O2 (stereo not drawn),-2.2,10,-6,1,7,-3,113,-0.7,8
O=C(Nc1ccc2c(c1)CCC2)c1ccc(Br)o1,-4.6,22,2,5,6,-6,108,-2.6,3
O=C(O)C1CC(c2ccccc2F)=NO1 (stereo not drawn),-6.6,-8,-5,-1,-1,1,93,-2.6,-11
COc1ccccc1-c1nnc2n1N=C(C(C)(C)C)CS2,-1.4,9,1,8,5,-21,92,-2.6,-6
COC(=O)c1ccc(Cl)c(NC(=O)CN2CCOCC2)c1,-1.0,-3,5,4,-7,-7,97,-0.8,0
O=C(NC1(C(F)(F)F)N=C2SCCN2C1=O)c1cccnc1 (stereo not drawn),-3.3,24,-7,3,-7,-9,120,0.0,-1
O=C(CSc1nnc(CNC(=O)c2cccs2)o1)c1ccc(Cl)cc1,-2.0,5,13,-3,7,-18,106,-0.1,0
CN(Cc1cnccn1)C(=O)CC1C(=O)NCCN1CC(c1ccccc1)c1ccccc1 (stereo not drawn),-1.1,15,4,7,13,-18,116,-4.5,16
Cc1ccc(C(=O)OCCc2sc[n+](Cc3ccccc3)c2C)cc1,-2.3,36,-4,-3,1,8,111,-2.6,28
C#CCNC(=O)C1=C[C@H](C2CCCCC2)C[C@H](OCCCCO)O1,-2.4,1,-9,7,12,-29,106,-1.4,6
Cc1onc(-c2ccccc2Cl)c1C(=O)OCC(=O)c1ccccc1,-3.9,6,0,-4,6,-14,-2.0*[inhibitor],-6.2,-27
CN1CC(=O)NC1=NC(=O)C12CC3CC(CC(C3)C1)C2,-2.1,-12,-4,2,5,-2,107,-1.5,3
CCOC(=O)Cc1csc(NC(=O)NC2(C(F)(F)F)Oc3ccccc3O2)n1,-2.3,32,90*,5,-16,-1,100,-1.4,0
CC1(C)N([O-])C2=C(c3ccccc3C2=O)[N+](=O)C1(C)C,-3.4,2,5,-2,-3,1,100,-2.7,5
COc1cc(C[C@H](C)[C@H](C)Cc2ccc3c(c2)OCO3)ccc1O,/,3,/,/,-4,/,100,/,2
Cc1ccnc(NC(=O)CCCOc2ccccc2)c1,-1.2,9,7,-17,14,-4,90,1.4,-7
CCOC(=O)N1CCC(N2CCN(Cc3ccc(C)o3)C(CCO)C2)CC1 (stereo not drawn),-2.3,-17,3,4,-8,-7,102,-2.6,0
COc1ccc(-c2csc(NC(=O)COC(=O)Cc3ccc(Cl)cc3Cl)n2)cc1,-1.9,25,-3,11,-6,0,112,-1.8,1
CCOc1ccc(NC(=O)CSc2nc3cccnc3n2CCOC)cc1,-5.0,21,9,-4,9,-7,107,-0.9,5
COc1cccc2cc(C(=O)NCc3ccc(F)cc3)c(=N)oc12,-1.5,14,2,-10,22,0,105,0.5,7

(more compounds)
compound,IMP-1 inhibitor,NALP1 inh,M18AAP inhibitor,HCV NS3 hel inh,UBC9 SUMO inh,FID counter,MEKK2 WT-MEK5,VIM-2 inhibitor,MEKK2mut PB1 HTS
CC1=C(C(=O)OCc2ccccc2)N2C(=O)[C@@H](NC(=O)COc3ccccc3)[C@H]2SC1,-1.2,18,2,8,23,-40,101,-2.9,-2
CCOC(=O)c1[nH]c2cc3c(cc2c1NC(=O)CN1CCCCC1C)OCO3 (stereo not drawn),-2.6,-8,7,0,8,-2,/,-1.0,/
CC(C)(C)NC(=O)Cn1c(SCC(=O)NC2CCCC2)nc2ccccc21,-2.6,10,-1,-4,-2,-21,97,-1.3,1
COc1ccc(-c2nnc(C)c3nocc23)cc1,-2.5,12,3,1,24,-16,101,-3.6,4
Cn1c(SCC(=O)NCc2ccc3c(c2)OCO3)nnc1-c1cccs1,-2.9,3,5,0,6,-3,104,-4.9,1
COC(=O)c1sc2nc(C)nc(SCC(=O)N3CCC(C(=O)O)CC3)c2c1C,-3.3,3,5,-2,0,-42,/,-0.3,/
Cc1ccc(S(=O)(=O)N2CCC(C(=O)NCc3ccccc3Cl)CC2)cc1,-3.2,-7,-20,0,12,-22,100,-3.2,4
CC(NC(=O)/C(=C\c1ccco1)NC(=O)c1ccccc1Br)C(=O)O (stereo not drawn),-3.2,-7,8,7,23,2,104,-2.7,11
COc1ccc(C2C=C(c3ccccc3)Nc3nc(NC(C)=O)nn32)cc1 (stereo not drawn),-1.2,21,5,8,34,-7,97,-2.3,0
CN(C[C@H](Cc1ccccc1)N(C[C@H](Cc1ccccc1)N(CCc1cc(C(F)(F)F)cc(C(F)(F)F)c1)N=O)N=O)N=O,-3.2,-9,3,-6,-15,-6,99,-2.4,3
C=CCOc1cccc(C(=O)N2CCCC(CCC(=O)NCc3ccccc3F)C2)c1 (stereo not drawn),-0.1,11,-3,-3,15,-27,91,-0.6,-10
Cc1cc2cc(CNC(=O)COc3ccccc3)ccc2n1C,-1.7,-3,7,-56,-2,-23,99,-2.6,0
